PfHsp40 yeast – rescue of PfHsp40-mediated yeast toxicity. S. cerevisiae expressing PfHsp40, growth rescue, ATP luminescence. 0.68% of 340,000 active. growth rescue, % at 12.5 µM. AID 504582; in the data active = growth rescue above about 28%, passing the limit was not always enough; inconclusive = no clear call, values can overlap the other calls;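 also: yeast W303a lacking pdr1 and pdr3 grown in galactose medium; growth measured after three days at 30 °C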
Y pestis TopoI – inhibitors of Yersinia pestis topoisomerase I | Y. pestis Topo-I cleavage product accumulation, plate reader | activity, % at 10 µM | 0.064% of 360,000 active | AID 504884; in the data active = activity above about 50%, passing the limit was not always enough; inconclusive = no clear call, values can overlap the other calls; also: inactives centre near 2
TcdB GH inh – TcdB glycohydrolase inhibition. P18177. TcdB glycohydrolase enzymatic assay, plate reader. inhibition, % at 9.99 µM. 0.24% of 350,000 active; in the data active = inhibition above about 10%
SARS 3CLpro inh – SARS-CoV 3CLpro protease inhibition. AID 1706. inhibition, % at 6 µM. P0C6X7. 0.14% of 290,000 active. recombinant SARS-CoV 3CLpro, quenched FRET peptide cleavage; in the data active = inhibition above about 12%
BH1578 lux ind – inducers of Vibrio cholerae quorum light production without autoinducers | 0.16% of 350,000 active | activation, % at 18.7 µM | AID 588436 | V. cholerae BH1578 lux reporter, luminescence, 6 h; in the data active = activation mostly above about 9.7%, no sharp cut-off; inconclusive = no clear call, values can overlap the other calls; inactive = mostly below about 3.7%; also: not every result past the cut was called active; inactives centre near 0; reference of the scale not given here
PriA SSB inh – blocks PriA binding to SSB C-terminal tail; AlphaScreen SSBct-PriA binding, biotinylated peptide; inhibition, % at 33 µM; 0.6% of 430,000 active; AID 1272365; in the data active = inhibition mostly above about 37%, no sharp cut-off; inactive = mostly below about 20%;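 also: plate controls were negative control peptide for no effect and reference peptide for full effect; strong numbers were not always called active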
Rv3671c protease – Rv3671c (M. tuberculosis) protease inhibition | P9WHR9 | inhibition, % at 5.96 µM | 0.048% of 320,000 active | AID 2606; in the data active = inhibition above about 38%;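 also: extracellular domain of Rv3671c used as enzyme; 0% = enzyme with DMSO and 100% = no enzyme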
Anthrax LF prot – inhibitors of Bacillus anthracis lethal factor protease. inhibition, % at 10 µM. 0.12% of 360,000 active. multiplex microsphere protease cleavage assay, LF. AID 588501; in the data active = inhibition above about 30%; inconclusive = no clear call, values can overlap the other calls; also: plate controls were buffer without enzyme for full effect and enzyme alone for no effect
MazEF act – increases E. coli MazEF RNase cleavage of RNA. P0AE70. FAM/BHQ RNA-DNA oligo cleavage fluorescence, 5 h. activation, % at 20 µM. 0.32% of 350,000 active. AID 504720; in the data active = activation above about 50%
DUSP3 inh – blocks human VHR1 dual specificity phosphatase. inhibition, % at 13.3 µM. recombinant VHR phosphatase, pNPP absorbance. 0.52% of 290,000 active. P51452; in the data active = inhibition above about 50%; also: some compounds called inactive have numbers as strong as hits
An asterisk follows results filed as active; i = inactive; ? = inconclusive; nt = not tested or not shown.

entry	canonical_smiles	PfHsp40 yeast	Y pestis TopoI	TcdB GH inh	SARS 3CLpro inh	BH1578 lux ind	PriA SSB inh	Rv3671c protease	Anthrax LF prot	MazEF act	DUSP3 inh
1	O=C1C=C(NCc2ccc3c(c2)OCO3)CC(c2ccccc2)C1 (stereo not given)	nt	nt	1.7	9	nt	-5	-2	nt	2	8
2	CSc1nc(N)nc2c1ncn2CC(=O)Nc1ccc(C)c(C)c1	-0.1	-8	1.7	nt	i	-6	-4	1	3	nt
3	Cc1nc2c3ccccc3n(CC#N)c(=O)n2n1	-0.1	4	1.9	-5	-0.3	-4	-4	-8	11	5
4	Cc1ccc(NC(=O)CNc2ccc(Cl)cc2F)cc1	5.2	-2	nt	5	-0.3	-14	21	0	16	18
5	CCc1ccc(N(C(=O)C(F)(F)F)C(C(=O)NC2CCCCC2)c2ccncc2)cc1 (stereo not given)	-0.5	1	nt	4	i	0	-2	-2	1	-2
6	O=C(O)c1ccc(N/N=C/c2cccc3cccnc23)cc1	-0.4	-3	-0.8	1	0.4	i	-2	4	4	21
7	Clc1ccc2nc(-c3ccccn3)c(Nc3ccc4c(c3)OCO4)n2c1	0.8	4	1.9	3	-2.0	31	8	-1	3	-4
8	Cc1ccnc(NC(=O)CCC(=O)N(CC(=O)NC(C)(C)C)c2ccc(F)c(Cl)c2)c1	1.0	11	1.0	1	i	0	4	-1	3	22
9	Cc1cccc(N2C(=O)CC(Cn3nc(C)cc3C)C2=O)c1 (stereo not given)	3.6	3	-0.3	2	-0.2	6	-4	13	-10	9
10	CCn1c(C)nc2cc(C(=O)NNC(=S)NC(=O)c3ccc(OC)cc3)ccc21	5.9	14	-2.5	-5	i	7	-2	-6	7	9
11	COc1ccc(OCC(=O)NC(CC(=O)O)c2ccc(OC)c(OC)c2)cc1 (stereo not given)	-0.5	0	0.8	1	i	0	-1	5	6	24
12	C/C(NC(=O)c1cccs1)=C1\C(=O)C[C@@H]2[C@H]1C2(C)C	0.4	-1	nt	0	i	-28	3	-2	9	20
13	COCCCNC(=O)C(=O)C1C(=O)Nc2ccccc21 (stereo not given)	3.5	-1	0.9	2	-0.2	-7	-4	-2	8	17
14	CC(=O)Nc1ccc(NC(=O)C(C)OC(=O)/C=C/c2cnc3ccccc3n2)cc1 (stereo not given)	-0.6	5	0.4	-4	-0.6	-1	2	-11	12	30
15	CCn1c(SCC(=O)Nc2ccc(OC)cc2)nnc1-c1ccco1	-0.6	11	nt	-10	1.7	13	7	nt	-3	4
16	COc1ccc(Br)cc1C(=O)Nc1ccc(N2CCN(S(C)(=O)=O)CC2)cc1	0.3	2	nt	-2	2.0	0	7	-3	0	10
17	COc1ccc(C)cc1NC(=O)CSCc1cc(=O)n2c(C)csc2n1	0.0	8	1.0	nt	-0.2	11	nt	nt	-10	nt
18	COc1ccc(C(=O)Cn2cnc3ccccc3c2=O)cc1OC	-1.2	-5	-0.7	-6	i	9	20	-5	-18	7
19	Cc1cc(=O)[nH]c(N/N=C/c2ccc(Br)s2)n1	-1.1	-2	1.3	4	i	nt	14	-1	3	-7
20	CCn1nnnc1SCC(=O)c1ccc(C)cc1	1.0	-1	nt	-1	-0.2	-6	8	4	6	0
21	NCCc1nc(-c2ccccc2)cs1	-1.1	3	1.8	1	-2.3	-16	5	-3	2	20
22	CCN(C1CCCCC1)S(=O)(=O)CCNC(=O)c1ccccc1	-0.8	7	-2.2	nt	4.2	-11	9	?	2	nt
23	CCCCCCNS(=O)(=O)c1nc2nc(C)cc(C)n2n1	0.7	4	-8.5	2	-0.1	2	-3	-9	5	-19
24	Cn1c(COc2ccc(Cl)cc2)nnc1SCc1ncc(-c2ccccc2)o1	0.1	22	nt	7	i	5	-14	-5	0	38
25	O=C(NC(=S)Nc1cccnc1Cl)c1ccc(Cl)cc1	11	2	1.7	1	-0.3	-8	-9	-2	6	-9
26	Cc1ccc(CNC(=O)CN2CCN(c3ccc(F)cc3)CC2)cc1	-1.5	13	3.0	4	i	2	-1	4	3	-8
27	CCOc1ccc(/C=N/OCC(=O)NC(c2ccccc2)c2ccccc2)cc1	-1.0	43	nt	-1	i	nt	-13	0	-15	5
28	CC(=O)Nc1ccc(SCC(=O)c2ccc(Br)s2)cc1	-1.6	-1	0.9	0	-0.4	7	-19	-1	-6	38
29	Cc1ccc(C(=O)O/N=C(\N)c2ccccn2)c(Cl)c1	-4.3	6	0.7	2	0.6	i	-1	5	12	19
30	CCC(C)[C@H]1CN=C(N)N1CCc1cc(C(F)(F)F)cc(C(F)(F)F)c1 (stereo not given in full)	0.8	-3	1.2	nt	0.3	3	6	-2	10	15
31	O=C1[C@H]2[C@@H](c3ccccc3)N[C@]3(CCCN(Cc4ccc(Br)cc4)C3=O)[C@H]2C(=O)N1Cc1ccccc1	nt	12	1.4	nt	-2.1	nt	nt	-3	6	nt
32	Cc1cc(-c2ccccc2)nc(N/N=C/c2ccc(N(C)C)cc2)n1	12	-7	-0.6	nt	-0.4	nt	5	1	6	nt
33	CCCCOc1ccc(C(C)(O)CCN2CCOCC2)cc1 (stereo not given)	0.1	-4	nt	-7	-0.5	-11	3	-1	-3	19
34	CN(C)C(=S)SCC(=O)Nc1ccc(Cl)cc1Cl	1.2	0	1.5	-2	-0.1	-8	3	-4	6	1
35	Cc1ccc(-n2nnnc2SCC(=O)N2CC(=O)Nc3ccccc32)cc1	0.4	9	nt	3	-5.0	-11	0	-3	4	6
36	CC1CCN(C(=O)Cn2c(=O)n(CCCC(=O)NCc3ccco3)c(=O)c3sccc32)CC1	0.3	5	-3.9	-4	i	-2	-3	9	6	30
37	Cc1ccccc1CNC(=O)C(=O)NCCC1CCCCN1S(=O)(=O)c1ccccc1 (stereo not given)	1.5	23	-0.2	nt	-4.2	-13	9	-2	-5	nt
38	O=C(Nc1nc(-c2ccc([N+](=O)[O-])cc2)cs1)c1c(F)cccc1F	-0.9	-9	1.7	4	-0.4	6	-6	2	-5	25
39	CCN(CC)C(=O)c1ccc(NC(=O)c2cccc(C(F)(F)F)c2)cc1	-0.8	-9	1.4	2	i	-5	0	-2	5	6
40	O=C(CC(C(=O)O)c1c[nH]c2ccccc12)c1ccccc1 (stereo not given)	0.6	0	-0.5	1	12	3	-4	-6	-1	12
41	CC1(NC(=O)c2ccccc2)CCN(CCc2cccs2)C1=O (stereo not given)	-1.7	2	-0.1	nt	-0.6	7	6	-2	3	nt
42	Cc1cc(C)nc(N/N=C/c2ccccc2OCc2cccc(Br)c2)n1	0.7	-3	-0.4	3	0.0	nt	-12	-4	1	-1
43	O=C(c1ccccc1)C1N=NCC1c1ccc(Cl)cc1 (stereo not given)	0.3	-4	2.9	nt	i	-1	nt	-5	-2	nt
44	CN(CC(=O)Nc1ccc(F)cc1)C(=O)c1cccc(S(=O)(=O)N2CCN(c3ccccc3)CC2)c1	-0.9	8	-1.3	-2	-0.1	-10	1	-1	-1	32
45	CC(NC(=O)C(=O)c1cn(CC(=O)N2CCCC2)c2ccccc12)c1ccccc1 (stereo not given)	nt	27	2.8	nt	-0.5	nt	nt	-3	4	nt
46	CCCCn1c(N)c(N(CCOC)C(=O)CSc2nnc(-c3ccco3)n2CC)c(=O)[nH]c1=O	-0.1	1	1.5	nt	-0.7	-2	7	0	0	nt
47	CCC1(CC)NC(=O)N(CC(=O)OCC(=O)c2cc(C)c(C)cc2C)C1=O	1.1	5	1.2	nt	i	-1	nt	-1	-7	nt
48	COc1cc2[nH]c(=S)nc(NCCc3ccc(C)cc3)c2cc1OC	-2.3	-2	-1.4	-2	2.0	-4	nt	0	14	16
49	COc1ccc(C2(C)NC(=O)N(CC(=O)N3CCc4ccccc43)C2=O)cc1OC (stereo not given)	-0.7	2	-0.8	nt	-0.6	-9	-3	4	2	nt
50	Cc1ccc(NC(=S)NCCSc2ccc(Cl)cc2)c(C)c1	-0.6	10	0.6	4	-0.2	-7	-19	-1	-8	18

3 structures already listed, arranged by heavy-atom count, falling.
entry	canonical_smiles	PfHsp40 yeast	Y pestis TopoI	TcdB GH inh	SARS 3CLpro inh	BH1578 lux ind	PriA SSB inh	Rv3671c protease	Anthrax LF prot	MazEF act	DUSP3 inh
39	CCN(CC)C(=O)c1ccc(NC(=O)c2cccc(C(F)(F)F)c2)cc1	-0.8	-9	1.4	2	i	-5	0	-2	5	6
33	CCCCOc1ccc(C(C)(O)CCN2CCOCC2)cc1 (stereo not given)	0.1	-4	nt	-7	-0.5	-11	3	-1	-3	19
28	CC(=O)Nc1ccc(SCC(=O)c2ccc(Br)s2)cc1	-1.6	-1	0.9	0	-0.4	7	-19	-1	-6	38

Next section
entry	canonical_smiles	PfHsp40 yeast	Y pestis TopoI	TcdB GH inh	SARS 3CLpro inh	BH1578 lux ind	PriA SSB inh	Rv3671c protease	Anthrax LF prot	MazEF act	DUSP3 inh
51	CCOC(=O)c1cnc2ccc(Cl)cc2c1N1CCN(C)CC1	-0.8	4	nt	-5	-1.8	-4	-12	2	-11	9
52	N#CC1=C(N)OC2=C(CN(Cc3ccccc3)C/C2=C\c2cccnc2)C1c1cccnc1 (stereo not given)	-0.3	9	nt	2	-0.4	6	0	-6	7	-7
53	CS(=O)(=O)c1ccc(C(=O)OCC(=O)NC(=O)C2COc3ccccc3O2)cc1[N+](=O)[O-] (stereo not given)	0.9	-8	0.7	nt	i	-1	-6	-8	-2	nt
54	O=C1Nc2ccc(Br)cc2/C1=N/N=C/C1=C(N2CCOCC2)C(=C\c2ccccc2)/CC1	-0.6	-1	0.1	6	-0.4	nt	3	-15	19	19
55	O=C(/C=C/c1ccccc1)c1ccccc1O	1.6	4	nt	1	i	-5	-3	-7	-8	-30
56	CCc1ccc(CCN2C(=O)c3ccccc3C2=O)nc1	1.3	-6	-0.8	4	-0.5	-21	0	12	1	-1
57	Cc1cnc(C(=O)OC(C(=O)c2ccccc2)c2ccccc2)cn1 (stereo not given)	-0.3	-1	-0.4	nt	0.3	3	-7	-3	6	nt
58	Cc1cccc2cc(/C=N/NC(=O)c3ccncc3)c(Cl)nc12	-0.1	-3	0.5	0	-1.1	i	-9	-10	6	26
59	Cc1cc(F)c(F)c(C(=O)N2CCC(C)CC2)c1Cl	-0.5	-1	0.6	-2	-0.2	-1	-4	-1	0	6
60	Cc1nc(CN(C)C(=O)C2CCC(=O)N(CCc3cccc(F)c3)C2)cs1 (stereo not given)	0.4	-3	-1.0	0	i	-7	8	-2	4	32

Compound activity as filed in PubChem.

Only part of the results is shown; rates above refer to the full screens.
